biotin-GST TR-FRET: biotin-GST/anti-GST TR-FRET signal inhibitors, dose response, artefact control for Vif-APOBEC3G degradation inhibitor project, biochemical (AID 1117362); TR-FRET counter screen, biotin-GST/anti-GST signal; hit rate 2.8% among 3,600; IC50 in µM for hits, for the others inhibition, % at the top dose, mostly 100 µM;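 active = inhibition above 30% at one or more concentrations, seen consistently on every test date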;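 note: biotinylated GST protein used in place of GST-Vif 1-94 and biotin-A3G peptide; detects fluorescence quenchers or blockers of GST binding to anti-GST antibody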
Active calls of the source: *.

1) CN(C)c1ncc(C2=C(Cl)C(=O)C(N3CCCC3)=C(Cl)C2=O)s1
  biotin-GST TR-FRET: >100µM*

2) Cc1cc2cc3c(=O)[nH]c(=O)nc-3n(CC(O)C(O)C(O)CO)c2cc1C (stereo not given)
  biotin-GST TR-FRET: 6.9%

3) CSc1ncccc1C(=O)OCC(=O)N1CCOCC1
  biotin-GST TR-FRET: 6.2%

4) COc1ccc(-n2c(=O)[nH]cc(C(=O)N3CCc4ccccc43)c2=O)cc1
  biotin-GST TR-FRET: -0.9%

5) CC(C)NC[C@@H](O)c1ccc(O)c(O)c1
  biotin-GST TR-FRET: 3.9%

6) O=C(N/N=C\c1ccc(Cl)cc1)C1=NOC2COC3(CCN(c4ccc([N+](=O)[O-])cc4)CC3)OCC12 (stereo not given)
  biotin-GST TR-FRET: 3.1%

7) C=CCN1C(=O)CSc2ccc(C(=O)NCc3ccco3)cc21
  biotin-GST TR-FRET: 2.5%

8) CS(=O)(=O)c1ccc2c(c1)SC1=NC(=O)/C(=C/c3ccco3)C(=N)N12
  biotin-GST TR-FRET: 3.4%

9) COC(=O)CCC(=O)OC1(C)C(=O)C2=CN(CCCOC(C)C)C(c3ccc(OC)cc3)=CC2=C(Br)C1=O (stereo not given)
  biotin-GST TR-FRET: >100µM*

10) Cc1nnc(-c2cnn(C)c2N)n1Cc1ccc(Cl)cc1
  biotin-GST TR-FRET: -1.6%

11) O=C1CNC(=O)/C1=C/c1ccc(Br)cc1
  biotin-GST TR-FRET: -1.8%

12) C/C=C/c1ccc(OCC(=O)N2CCc3cc(OC)c(OC)cc3C2)c(OC)c1
  biotin-GST TR-FRET: 3.1%

13) CC(=C/c1ccco1)/C=N/NC(=O)Cc1cccn1C
  biotin-GST TR-FRET: 1.2%

14) NC(=O)c1ccc(N2CCN(c3ccc(O)cc3)CC2)c([N+](=O)[O-])c1
  biotin-GST TR-FRET: 22%

15) NC(=O)C1Cc2ccccc2CN1C(=O)c1nn(Cc2ccccc2)c(=O)c2ccccc12 (stereo not given)
  biotin-GST TR-FRET: -2.6%

16) O=C(NCCCN1CCOCC1)c1ccc(Br)s1
  biotin-GST TR-FRET: 4.1%

17) Cc1cc(O)c(C(C)C)cc1NC1=NS(=O)(=O)c2ccccc21
  biotin-GST TR-FRET: 6.1%

18) CC(=O)N1CCc2cc(S(=O)(=O)NCCC(=O)Nc3cc(C)cc(C)c3)ccc21
  biotin-GST TR-FRET: -1.6%

19) O=C(Nc1ccc(F)cc1F)NC1CCN(S(=O)(=O)c2ccc(F)cc2)CC1
  biotin-GST TR-FRET: -1.1%

20) CCn1c(N)c(C(=O)NCc2ccc3c(c2)OCO3)sc1=S
  biotin-GST TR-FRET: 1.4%

Values by screen from above.
Nos. 3 to 10 in biotin-GST TR-FRET read 6.2%, -0.9%, 3.9%, 3.1%, 2.5%, 3.4%, >100µM*, -1.6%

Compounds 11 to 12 of the list above:
11) O=C1CNC(=O)/C1=C/c1ccc(Br)cc1
  biotin-GST TR-FRET: -1.8%

12) C/C=C/c1ccc(OCC(=O)N2CCc3cc(OC)c(OC)cc3C2)c(OC)c1
  biotin-GST TR-FRET: 3.1%

The listing picks up; the 2 compounds before the break are reprinted first.
19) O=C(Nc1ccc(F)cc1F)NC1CCN(S(=O)(=O)c2ccc(F)cc2)CC1
  biotin-GST TR-FRET: -1.1%

20) CCn1c(N)c(C(=O)NCc2ccc3c(c2)OCO3)sc1=S
  biotin-GST TR-FRET: 1.4%

21) COc1ccc(N(C(=O)c2ccco2)S(=O)(=O)c2cc(Cl)c(Cl)cc2Cl)cc1
  biotin-GST TR-FRET: 4.0%

22) Cc1ccc(NC(=O)CSc2nnc(C3CCCCC3)n2N)cc1F
  biotin-GST TR-FRET: 5.6%

23) Oc1ccc(/C=N/N2CCCCC2)c(O)c1O
  biotin-GST TR-FRET: -0.3%

24) O=C(O)CCCCC1CCSS1 (stereo not given)
  biotin-GST TR-FRET: -2.1%

25) CCC(C)Cn1c(O)cc2nn(-c3nc4ccccc4s3)c(=O)c-2c1C (stereo not given)
  biotin-GST TR-FRET: 21%

26) CCC(CC)C(=O)Nc1cccc(C(=O)N2CCOCC2)c1
  biotin-GST TR-FRET: -0.4%

27) COc1cccc(NC(=O)C2CCCN2C(=O)OCc2ccccc2)c1 (stereo not given)
  biotin-GST TR-FRET: 2.7%

28) Cc1cc(C(=O)N2CCOCC2)n(-c2ccccc2)n1
  biotin-GST TR-FRET: 1.7%

29) CCOC(=O)c1c(N)sc(=S)c2c1CCC2
  biotin-GST TR-FRET: -65%

30) Cc1ccc(CSc2nc3c(c(N(C)C)n2)CCCC3)cc1
  biotin-GST TR-FRET: -2.3%

Of the compounds above, these have two or more sulfur atoms:
8) CS(=O)(=O)c1ccc2c(c1)SC1=NC(=O)/C(=C/c3ccco3)C(=N)N12
  biotin-GST TR-FRET: 3.4%

20) CCn1c(N)c(C(=O)NCc2ccc3c(c2)OCO3)sc1=S
  biotin-GST TR-FRET: 1.4%

24) O=C(O)CCCCC1CCSS1 (stereo not given)
  biotin-GST TR-FRET: -2.1%

29) CCOC(=O)c1c(N)sc(=S)c2c1CCC2
  biotin-GST TR-FRET: -65%

Going on with the list:
31) COc1ccc(S(=O)(=O)N2CCC(NC(=O)OCc3c(Cl)cccc3Cl)CC2)cc1
  biotin-GST TR-FRET: -1.9%

32) CCOC(CCNC(=O)c1cn(C)c(=O)c2c1c1ccccc1n2C)OCC
  biotin-GST TR-FRET: 4.1%

33) CC(C)(C)NC(=O)c1cc([N+](=O)[O-])ccc1N1CCCCC1
  biotin-GST TR-FRET: 5.0%

34) CCOc1cc(Cl)c(S(=O)(=O)NCc2ccccn2)cc1Cl
  biotin-GST TR-FRET: -2.9%

35) Cc1cc(C(=O)Nc2ccc(S(=O)(=O)Nc3onc(C)c3C)cc2)cs1
  biotin-GST TR-FRET: 2.8%

36) Cc1ccc(-n2c(SCC(=O)NCC3CCCO3)nc3c(c2=O)SCC3)cc1 (stereo not given)
  biotin-GST TR-FRET: -2.1%

37) O=C(CCS(=O)(=O)c1cccs1)Nc1ccc(C(=O)NCc2ccccc2)cc1
  biotin-GST TR-FRET: -12%

38) CN(C)S(=O)(=O)N1CCC(CCCC2CCN(S(=O)(=O)N(C)C)CC2)CC1
  biotin-GST TR-FRET: 5.7%

Screening data from PubChem.

Not all compounds are listed, so the mix of outcomes need not match the whole.
